# MrgX1 antagonist = human MrgX1 receptor antagonism, primary screen | hit rate 1.3% among 310,000 | B-score at 10 µM | MRGX1-HEK293 calcium flux, Fluo-4, BAM8-22 antagonism; hits give low values | Q96LB2;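 active = calcium-response B-score plate-corrected more than 3 library SD below zero, starting fluorescence within 5 deviations, no agonist response on first addition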;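 note: peak minus trough fluorescence over baseline after final BAM8-22 challenge near maximal dose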
# MrgX1 ag = human MrgX1 receptor agonism, primary screen. Q96LB2. MrgX1-HEK293 cells, Fluo-4 calcium fluorescence, agonist mode; hits give high values. B-score at 10 µM. hit rate 0.44% among 310,000;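 active = calcium response B-score plate-corrected fluorescence ratio at least 3 library SD, with starting fluorescence B-score inside 5 SD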
#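 Test system: HEK293 cells stably expressing human MrgX1 receptor; Input: fifteen thousand cells per well; Dosing: compound delivered in addition one of three; Schedule: overnight seeding, then 1 h dark dye loading; Technique: Fluo-4 NW calcium fluorescence; Measure: B-scored fluorescence response ratio; Controls: positive and negative controls per plate.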
# TRPC4 act = opens the mouse TRPC4 cation channel. Q9QUQ5. B-score at 10 µM. HEK293 TRPC4beta/mu-opioid, Fluo4 calcium fluorescence; hits give high values. hit rate 0.49% among 310,000;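 active = B-score above 5 SD of library B-scores, and initial fluorescence ratio not above library mean plus 5 SD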;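 note: positive B-score marks a calcium rise read as TRPC4 activation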
#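 Material: HEK293 stable line with TRPC4beta plus mu-opioid receptor; technique: Fluo4 calcium-sensitive dye fluorescence, kinetic, 1 Hz baseline; timing: Fluo4 dye loading 45 min at room temperature, 110 s recording; controls: assay buffer as low control, maximal DAMGO as high control; read-out: integrated baseline-normalised fluorescence ratio, converted to per-well B score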
# TRPC6 activator = activators of mouse TRPC6 channel; HEK293-TRPC6 membrane potential dye fluorescence; hits give high values; B-score at 10 µM; hit rate 0.13% among 310,000; Q61143; AID 2550;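 active = B-score of the integrated fluorescence ratio above library mean plus 3 SD, and starting fluorescence ratio within library mean plus 5 SD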;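 note: higher score means more depolarization so channel activation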
# Target sequence (Q61143 whole entry, looked up): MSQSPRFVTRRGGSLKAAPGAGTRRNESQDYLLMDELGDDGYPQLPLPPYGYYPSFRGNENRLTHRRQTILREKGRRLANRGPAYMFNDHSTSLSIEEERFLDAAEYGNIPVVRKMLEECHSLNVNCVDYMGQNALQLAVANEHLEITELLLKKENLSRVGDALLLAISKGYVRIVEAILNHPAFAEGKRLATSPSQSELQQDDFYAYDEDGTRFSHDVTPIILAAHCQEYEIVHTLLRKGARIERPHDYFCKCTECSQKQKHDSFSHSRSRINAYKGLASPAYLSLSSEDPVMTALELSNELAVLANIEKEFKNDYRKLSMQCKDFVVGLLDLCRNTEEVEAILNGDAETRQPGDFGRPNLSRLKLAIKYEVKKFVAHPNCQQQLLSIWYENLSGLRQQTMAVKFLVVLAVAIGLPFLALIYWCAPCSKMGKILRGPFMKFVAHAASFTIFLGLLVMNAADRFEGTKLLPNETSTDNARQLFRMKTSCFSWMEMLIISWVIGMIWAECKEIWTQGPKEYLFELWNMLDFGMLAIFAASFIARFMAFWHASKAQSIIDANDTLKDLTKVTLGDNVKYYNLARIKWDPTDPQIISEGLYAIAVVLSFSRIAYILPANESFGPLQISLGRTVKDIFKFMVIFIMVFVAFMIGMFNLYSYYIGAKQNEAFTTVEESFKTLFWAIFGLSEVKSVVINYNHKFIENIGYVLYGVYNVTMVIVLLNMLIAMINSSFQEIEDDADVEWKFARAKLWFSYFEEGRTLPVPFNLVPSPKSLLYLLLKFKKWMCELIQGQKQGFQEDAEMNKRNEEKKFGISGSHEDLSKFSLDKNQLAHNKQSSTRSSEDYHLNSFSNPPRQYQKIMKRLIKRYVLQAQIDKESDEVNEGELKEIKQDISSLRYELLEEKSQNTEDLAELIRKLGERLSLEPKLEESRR
# TMEM16A act = activates or potentiates the mouse TMEM16A chloride channel; Q8BHY3; HEK293 TMEM16A/YFP-H148Q/I152L, iodide quench fluorescence; hits give low values; B-score at 10 µM; hit rate 0.3% among 340,000; AID 623877;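 active = fluorescence-ratio B-score plate-corrected deviation score at least 3 library SD below zero, with starting fluorescence score within 5 deviations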;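 note: channel opened by trigger with iodide after compound preincubation; score built on the fluorescence ratio of max minus min over baseline; more negative score means more quench and so TMEM16A activation or potentiation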
# RGS4 block = inhibitors of human RGS4; B-score at 10 µM; HEK293 M3R/RGS4 inducible, Fluo-4 calcium flux; hits give high values; triggered by carbachol at its EC20; hit rate 0.45% among 310,000;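 active = B-score, a plate-corrected calcium signal, over three deviations above library mean, with baseline fluorescence within five deviations of library mean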;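 note: RGS4 expression induced by doxycycline in cells with stable M3 receptor; B-score is computed from the integrated fluorescence ratio over baseline after carbachol; higher B-score means a larger calcium signal and so more RGS4 inhibition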
# Target sequence (P49798 whole entry, looked up): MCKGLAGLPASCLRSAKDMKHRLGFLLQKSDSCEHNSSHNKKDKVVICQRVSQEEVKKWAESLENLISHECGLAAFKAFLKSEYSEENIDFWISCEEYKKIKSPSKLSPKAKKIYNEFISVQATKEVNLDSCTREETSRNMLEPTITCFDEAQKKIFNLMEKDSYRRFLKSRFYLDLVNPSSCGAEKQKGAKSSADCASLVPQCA
# TRPC4 block = inhibitors of mouse TRPC4 channel | Q9QUQ5 | HEK293 TRPC4beta/mu-opioid, DAMGO-evoked Fluo4 calcium flux; hits give low values | B-score at 10 µM | hit rate 0.39% among 300,000 | AID 2247;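 active = B-score over 3 SD under the library average, no early fluorescence shift, positive overall ratio signal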
#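 Assay system: HEK293 cells with stable TRPC4beta plus mu-opioid receptor expression; Probe or stimulus: DAMGO in two steps, submaximal then maximal; Dosing: single-point compound dosing; Measured by: Fluo4 calcium-dye fluorescence, kinetic read; Read-out basis: B score from integrated Fluo4 fluorescence ratio.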
# MrgX1 PAM = allosterically activates human MrgX1 receptor signaling | MrgX1-HEK293, Fluo-4 calcium flux, FDSS; hits give high values | B-score at 10 µM | hit rate 0.63% among 310,000;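 active = plate-corrected calcium response at least 3 library SD above typical, normal starting fluorescence, not activating the receptor alone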;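 note: compound read alongside a low EC10 to EC30 dose of BAM8-22 agonist; peak minus trough fluorescence over baseline measured at the second addition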
# ANO1 block = mouse TMEM16A channel inhibition, primary screen; normalized B-score (activity score, 25-100; higher = stronger inhibition) at 10 µM; Q8BHY3; hit rate 1.2% among 310,000; HEK293 TMEM16A/YFP iodide influx fluorescence, ionomycin; AID 588511;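 active = ratio plate-corrected score three or more library SD toward inhibition, starting fluorescence score within five deviations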;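 note: score derived from kinetic fluorescence span divided by baseline fluorescence per well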
# TRPC6 inhibitor = mouse TRPC6 channel inhibition | Q61143 | HEK293-TRPC6, membrane potential dye, ACh-evoked depolarization; hits give low values | B-score at 10 µM | hit rate 1.1% among 310,000;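 active = B-score under library mean minus 3 SD, initial fluorescence not abnormally high, positive integrated signal ratio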;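 note: B-score derived from integrated fluorescence ratio over the kinetic read; more negative B-score means stronger inhibition of depolarization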
# TRPC4 potent = allosteric potentiators of mouse TRPC4 channel; Q9QUQ5; HEK293 TRPC4beta/mu-opioid, DAMGO EC20, Fluo-4 Ca2+ flux; hits give high values; B-score at 10 µM; hit rate 0.42% among 310,000;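 active = B-score of calcium response area above 5 SD of library B-scores, with initial fluorescence ratio within 5 SD of library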;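 note: B-score of integrated fluorescence ratio over time as area under calcium response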
# Active calls of the source: *; i = inactive; / = no result given.
# Second line of a record – MrgX1 ag, TRPC6 inhibitor, MrgX1 PAM, ANO1 block, TMEM16A act, TRPC6 activator, RGS4 block, TRPC4 potent, TRPC4 block, TRPC4 act, MrgX1 antagonist
CN=C1SC(CC(=O)Nc2cccc(Cl)c2Cl)C(=O)N1C (configuration not stated)
→ i, i, i, i, i, i, i, i, i, i, i
Cn1cnnc1SCC(=O)Nc1c(F)cc(F)cc1Br
→ i, i, i, i, i, i, i, i, i, i, i
COC(=O)C1=C(C)NC2=C(C(=O)CCC2)C1c1cn(Cc2ccc(Br)cc2)nc1-c1ccccc1 (configuration not stated)
→ i, i, i, i, i, i, i, i, i, i, i
Cn1nnnc1-c1cc(Cl)cc(Cl)c1
→ i, i, i, i, i, i, i, i, i, i, i
C=CCN1C(=O)C(C)(C)N(C(=O)c2cccc([N+](=O)[O-])c2)c2ccccc21
→ i, i, i, i, i, i, i, i, i, i, i
COc1ccccc1Nc1nc(-c2cccc([N+](=O)[O-])c2)nc2ccccc12
→ i, i, i, i, i, i, i, i, i, i, i
Cc1ccc(/C=C2\C(=N)N3N=C(CC(=O)N4CCCCC4)SC3=NC2=O)cc1
→ i, i, i, i, i, i, i, i, i, i, i
Cc1ccc(NC(=O)CO/N=C(\N)c2nonc2N)cc1C
→ i, i, i, i, i, i, i, i, i, i, i
O=S(=O)(Nc1cccc2nsnc12)c1ccccc1
→ i, i, i, i, i, i, i, i, i, i, i
N#CC(c1ccccc1F)(c1ncc(C(F)(F)F)cc1Cl)N1CCOCC1 (configuration not stated)
→ i, i, i, i, i, i, i, i, i, i, i
CCCOc1ccc(S(=O)(=O)NCCN2CCOCC2)c2ccccc12
→ i, i, i, i, i, i, i, i, i, i, i
CC(C)NCCOCCOc1ccccc1F
→ i, i, i, i, i, i, i, i, i, i, i
CC(C)(C)N1CCC1C(N)=O (configuration not stated)
→ i, i, i, i, /, i, i, i, i, i, i
COc1ccc(C(CNC(=O)c2ccc(C)c(S(=O)(=O)N3CCCCC3)c2)N(C)C)cc1OC (configuration not stated)
→ i, i, i, i, i, i, i, i, i, i, i
O=C(C1CCCO1)N1CCN(c2ccc(F)cc2)CC1 (configuration not stated)
→ i, i, i, i, i, i, i, i, i, i, i
Cn1c(SCC(=O)N/N=C/c2cc([N+](=O)[O-])ccc2O)nnc1-c1ccccc1
→ i, i, i, i, i, i, i, i, i, i, i
COc1ccc(C(=O)CC(c2ccccc2)S(=O)(=O)c2ccc(C)cc2)cc1 (configuration not stated)
→ i, i, i, i, /, i, i, i, i, i, i
Cc1cc(N)n2nc(C)c(-c3ccccc3)c2n1
→ i, i, i, i, i, i, i, i, i, i, i
CCN(CC)c1cc(-c2ccccc2)ncn1
→ i, i, i, i, i, i, i, i, i, i, i
Nc1nonc1-n1nnc(C(=O)N/N=C/c2cc(Cl)ccc2O)c1CN1CCCCCC1
→ i, i, i, i, i, i, i, i, i, i, i
N=C1S/C(=C\c2ccc(O)cc2)C(=O)N1c1ccc(F)cc1
→ i, i, i, i, i, i, i, i, i, i, i
CC(=O)c1ccc(NC(=O)C(C)n2c3ccccc3c3nc(=O)cc(C)n32)cc1 (configuration not stated)
→ i, i, i, i, i, i, i, i, i, i, i
Cn1ncc2c(Nc3ccc(Br)cc3)nc(Nc3ccc(Br)cc3)nc21
→ i, i, i, i, i, i, i, i, i, i, i
COc1ccccc1Nc1nc(=O)[nH]nc1C
→ i, i, i, i, i, i, i, i, i, i, i
COC(=O)C1=C(C)NC(C)=C(C(=O)OC)C1c1cn(-c2ccccc2)nc1-c1ccco1
→ i, i, i, i, i, i, i, i, i, i, i
COc1cccc(CNS(=O)(=O)c2ccc3c(c2)oc(=O)n3C)c1
→ i, i, i, i, i, i, i, i, i, i, i
O=C(NNS(=O)(=O)c1ccc(Br)cc1)c1ccccc1-n1cccc1
→ i, i, i, i, i, i, i, i, i, i, i
COc1cc(O)ccc1C(=O)CCc1ccc(O)cc1
→ i, i, i, i, i, i, i, i, i, i, i
COc1cccc(CN2CC(C(=O)NCCc3ccc(C)s3)CCC2=O)c1 (configuration not stated)
→ i, i, i, i, i, i, i, i, i, i, i
C/C(Cl)=C/Cn1c(NCCN(C)C)nc2c1c(=O)n(C)c(=O)n2C
→ i, i, i, i, i, i, i, i, i, i, i
Cc1sc2c(c1C)CN(CCN1CCOCC1)CN2C(=O)c1ccccc1
→ i, i, i, i, i, i, i, i, i, i, i
Cc1ccc(C(=O)NCc2cccnc2)cc1S(=O)(=O)N1CCCCCC1
→ i, i, i, i, i, i, i, i, i, i, i
CN1CCN(CC(=O)Nc2c(C(=O)C3CC3)oc3ccccc23)CC1
→ i, i, i, i, i, i, i, i, i, i, i
Cc1ccc(Sc2ncccc2O)cc1
→ i, i, i, i, i, i, i, i, i, i, i
Cc1ccc(-c2csc3ncnc(NCCN4CCOCC4)c23)cc1
→ i, i, i, i, i, i, i, i, -6*, i, i
CCC(=O)N1CCc2cc(S(=O)(=O)NCCC(=O)N3CCc4ccccc4C3)ccc21
→ i, i, i, i, i, i, i, i, i, i, i
CCCCn1c(N)c(N(CCOC)C(=O)c2ccc(-c3ccc(C(C)=O)cc3)o2)c(=O)[nH]c1=O
→ i, i, i, i, i, i, i, 92*, i, i, i
Cc1cccc(C(=O)NCc2ccco2)c1
→ i, i, i, i, i, i, i, i, i, i, i
COC(=O)Cn1c2ccccc2c2nc(C)sc21
→ i, i, i, i, i, i, i, i, i, i, i
CC1=C(C(=O)OCC2CCCO2)C(c2ccncc2)C2=C(CC(C)(C)CC2=O)N1 (configuration not stated)
→ i, i, i, i, i, i, i, i, i, i, i
CC(=O)Nc1ccc2c(c1)OCCOCCOc1cc(NC(C)=O)ccc1OCCOCCOCCO2
→ i, i, i, i, /, i, i, i, i, i, i
Cc1nc2ncnn2c(C)c1CCC(=O)NC(C)CCc1ccco1 (configuration not stated)
→ i, i, i, i, i, i, i, i, i, i, i
Cc1noc(C)c1CSc1nnc(C)c(=O)[nH]1
→ i, i, i, i, i, i, i, i, i, i, i
COc1cc(C(=O)Nc2nc3ccccc3[nH]2)cc(OC)c1OC
→ i, i, i, i, i, i, i, i, /, i, i
COC(CNC(=O)C1CCCN1C(=O)OCc1ccccc1)OC (configuration not stated)
→ i, i, i, i, i, i, i, i, i, i, i
CCc1ccccc1NC(=O)CN(C)S(=O)(=O)c1ccc2c(c1)c(=O)n(C)c(=O)n2C
→ i, i, i, i, i, i, i, i, i, i, i
O=C(O)C1CCN(S(=O)(=O)c2cccnc2)CC1
→ i, i, i, i, i, i, i, i, i, i, i
Oc1c(Br)cccc1/C=N/c1ncn[nH]1
→ i, i, i, i, i, i, 4.67*, i, i, i, i
CC(=O)N1CCN(C(=O)c2cccc(S(=O)(=O)Nc3ccc(C)cc3)c2)CC1
→ i, i, i, i, i, i, i, i, i, i, i
COC(=O)CCCC1=CC2=CC(=O)C(C)(OC(=O)c3cccs3)C(=O)C2=CN1CCc1ccccn1 (configuration not stated)
→ i, i, i, i, i, i, i, i, i, i, i
CC(C)c1cc(-c2cc(C(=O)NCc3ccccc3)on2)nc(NC2CCCC2)n1
→ i, i, i, i, i, i, i, i, i, i, i
O=C(O)c1cc(N/N=C/c2ccc(-c3ccc(F)cc3)o2)ccc1Cl
→ i, i, i, i, i, i, i, i, i, i, i
COc1ccccc1-n1cc(-c2ccc([N+](=O)[O-])cc2)[nH]c1=S
→ i, i, i, i, i, i, i, i, i, i, i
COc1cccc(/C=N/NC(=O)CCc2c(C)n[nH]c2C)c1
→ i, i, i, i, i, i, i, i, i, i, i
CCCn1nnnc1NCc1ccccc1F
→ i, i, i, i, i, i, i, i, i, i, i
Cc1cc(OCC(=O)NCc2ccccn2)c2c(C)c(C)c(=O)oc2c1
→ i, i, i, i, i, i, i, i, i, i, i
O=C(COC(=O)c1ccco1)Nc1ccccc1[N+](=O)[O-]
→ i, i, i, i, i, i, i, i, i, i, i
Cc1nc(NC(=O)CSc2cc(C)c3ccccc3n2)c(Cl)cc1Cl
→ i, i, i, i, i, i, i, i, i, i, i
S=C(NCc1ccccc1)N1CCN(C2CCCCC2)CC1
→ i, i, i, i, i, i, i, i, i, 76*, i
COc1ccc(NC(=O)COc2ccc(C)cc2)c([N+](=O)[O-])c1
→ i, i, i, i, /, i, i, i, i, i, i

# (listing goes on)
# Second line of a record – MrgX1 ag, TRPC6 inhibitor, MrgX1 PAM, ANO1 block, TMEM16A act, TRPC6 activator, RGS4 block, TRPC4 potent, TRPC4 block, TRPC4 act, MrgX1 antagonist
Cc1ccccc1NC(=O)c1c(C)[nH]c(=S)c(C#N)c1-c1ccco1
→ i, i, i, i, i, i, i, i, i, i, i
Cc1cc(-n2nnc3ccccc32)nc2ccccc12
→ i, i, i, i, i, i, i, i, i, i, i
CCn1cc(C(=O)O)c(=O)c2cc(F)c(N3CCN(C(=S)NC(=O)c4ccc(F)c(F)c4)CC3)cc21
→ i, i, i, i, i, i, i, i, i, i, i
O=C1NC(=O)/C(=C\c2ccccc2OCc2ccc([N+](=O)[O-])cc2)N1
→ i, i, i, i, i, i, i, i, i, i, i
Cc1ccc(NC(=O)N2CCCC(c3ccccc3)C2)cc1 (configuration not stated)
→ i, i, i, i, /, i, i, i, i, i, i
Cc1cc(C)n2ncnc2n1
→ i, i, i, i, i, i, i, i, i, i, i
CC1CCCC(NC(=O)C2CCCN2S(=O)(=O)c2cccc3nsnc23)C1C (configuration not stated)
→ i, i, i, i, i, i, i, i, i, i, i
Cc1cc(C)n(C(=O)CNC(=O)COc2ccccc2)n1
→ i, /, i, i, i, /, /, /, /, /, i
O=C(CSc1nnc(NC(=O)c2ccco2)s1)Nc1ccccc1
→ i, i, i, i, i, i, i, i, i, i, i
O=C(Cn1nc(C(=O)O)c2ccccc2c1=O)NC12CC3CC(CC(C3)C1)C2
→ i, i, i, i, i, i, i, i, i, i, i
C=CCC(O)(CC=C)CNC(=O)C1CCC(=O)N(CCCc2ccccc2)C1 (configuration not stated)
→ i, i, i, i, i, i, i, i, i, i, i
O=C(C1CCN(S(=O)(=O)c2cccc3nonc23)CC1)N1CCCCC1
→ i, i, i, i, i, i, i, i, i, i, i
